LYPLA1 inh: blocks human lysophospholipase 1, a PME1 counter-screen; O75608; recombinant LYPLA1, FP-Rh probe fluorescence polarization; inhibition, % at 5.9 µM; actives 0.16% (n = 320,000); AID 2174;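 active = inhibition above the mean of all tested compounds plus 3 SD, set per campaign, cut at about 14% in these data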;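 note: inhibitors block serine hydrolase probe labeling of LYPLA1 so polarization falls; 0% = enzyme with DMSO and 100% = wells lacking LYPLA1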
Target sequence (O75608 whole entry, looked up): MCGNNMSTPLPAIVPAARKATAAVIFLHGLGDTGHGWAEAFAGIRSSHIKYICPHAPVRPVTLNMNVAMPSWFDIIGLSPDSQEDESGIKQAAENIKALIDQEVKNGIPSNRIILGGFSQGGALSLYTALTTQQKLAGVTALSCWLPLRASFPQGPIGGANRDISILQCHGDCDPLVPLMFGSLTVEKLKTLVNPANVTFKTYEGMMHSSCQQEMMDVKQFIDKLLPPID
PAD4 inh: PAD4 (human) enzyme inhibition; inhibition, % at 6.36 µM; actives 0.41% (n = 330,000); AID 485272; recombinant PAD4, RCA probe fluorescence polarization; Q9UM07;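 active = percent inhibition above a cutoff equal to the mean of all tested compounds plus 3 SD, cut at about 15% in these data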;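 note: 0% = PAD4 with RCA probe and DMSO and 100% = probe without PAD4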
PAFAH2 FP inh: inhibitors of human PAFAH2 | recombinant PAFAH2, FP-rhodamine activity probe, fluorescence polarization | actives 0.99% (n = 340,000) | AID 492956 | inhibition, % at 3.39 µM;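 active = inhibition above the mean over all tested compounds plus 3 SD, cut at about 30% in these data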;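 note: inhibitors block probe labeling of enzyme so polarization drops; 0% = enzyme with DMSO and 100% = wells lacking PAFAH2 protein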
PAFAH1B3 inh: blocks human PAF acetylhydrolase 1B catalytic subunit 3 | Q15102 | recombinant PAFAH1B3, FP-rhodamine probe, fluorescence polarization | inhibition, % at 3.39 µM | actives 0.28% (n = 340,000) | AID 492972;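 active = inhibition above the screen-wide average of all tested compounds plus 3 SD, cut at about 25% in these data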;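 note: 0% = enzyme with DMSO only and 100% = wells lacking PAFAH1B3 protein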
Target sequence (Q15102 whole entry, looked up): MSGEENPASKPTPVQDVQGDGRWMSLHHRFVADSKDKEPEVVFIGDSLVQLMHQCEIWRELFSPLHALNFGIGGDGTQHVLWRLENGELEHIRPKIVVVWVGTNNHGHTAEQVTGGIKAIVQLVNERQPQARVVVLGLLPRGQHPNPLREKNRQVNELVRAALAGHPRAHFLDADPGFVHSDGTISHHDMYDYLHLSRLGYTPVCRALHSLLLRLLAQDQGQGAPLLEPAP
PAFAH1B2 inh: blocks human PAF acetylhydrolase 1b catalytic subunit 2; actives 1.2% (n = 340,000); recombinant PAFAH1B2, FP-rhodamine activity probe, fluorescence polarization; inhibition, % at 3.39 µM; P68402;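 active = inhibition above the mean of all tested compounds plus 3 SD, cut at about 24% in these data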;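 note: 0% = enzyme with DMSO and 100% = wells lacking PAFAH1B2; many of its hits are not listed in these tables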
PREPL inhibitor: inhibits the human prolyl oligopeptidase-like enzyme | AID 2751 | recombinant PREPL, fluorescence polarization activity-based probe | inhibition, % at 5.96 µM | actives 0.68% (n = 320,000); in the data active = inhibition above about 43%;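 note: 0% = enzyme with DMSO and 100% = wells lacking enzyme; many of its hits are not listed in these tables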
pPAFAH FP inh: inhibitors of human plasma PAF acetylhydrolase (pPAFAH); inhibition, % at 3.39 µM; Q13093; actives 1.5% (n = 330,000); recombinant pPAFAH, FP-rhodamine probe fluorescence polarization;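 active = inhibition above the mean inhibition across the screen plus 3 SD, cut at about 25% in these data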;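 note: inhibitors block binding of the rhodamine activity-based probe so polarization drops; 0% = enzyme with DMSO and 100% = wells lacking pPAFAH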
LYPLA2 counter: counter-screen for PME1 inhibitors: inhibitors of human LYPLA2 | O95372 | recombinant LYPLA2, FP-Rh probe fluorescence polarization | inhibition, % at 5.9 µM | actives 0.38% (n = 320,000);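 active = inhibition above the screen-wide mean plus 3 SD, limit set per campaign, cut at about 26% in these data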;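 note: 0% = LYPLA2 with DMSO and 100% = wells lacking LYPLA2 enzyme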
Target sequence (O95372 whole entry, looked up): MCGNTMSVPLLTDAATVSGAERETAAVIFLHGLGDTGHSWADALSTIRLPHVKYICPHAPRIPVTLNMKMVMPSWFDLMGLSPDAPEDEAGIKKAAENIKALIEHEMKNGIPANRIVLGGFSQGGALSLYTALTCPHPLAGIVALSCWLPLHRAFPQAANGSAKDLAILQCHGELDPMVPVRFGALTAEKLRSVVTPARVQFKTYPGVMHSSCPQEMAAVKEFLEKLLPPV
GSTO1 counter: GSTO1 inhibition, counter-screen for RBBP9 inhibitors | recombinant GSTO1, activity-based probe fluorescence polarization | inhibition, % at 5.96 µM | actives 1.1% (n = 300,000) | AID 1974;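 active = inhibition above the campaign mean inhibition plus 3 SD, cut at about 35% in these data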;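 note: 0% = GSTO1-1 with DMSO and 100% = wells lacking GSTO1-1 enzyme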
Target sequence (P78417 whole entry, looked up): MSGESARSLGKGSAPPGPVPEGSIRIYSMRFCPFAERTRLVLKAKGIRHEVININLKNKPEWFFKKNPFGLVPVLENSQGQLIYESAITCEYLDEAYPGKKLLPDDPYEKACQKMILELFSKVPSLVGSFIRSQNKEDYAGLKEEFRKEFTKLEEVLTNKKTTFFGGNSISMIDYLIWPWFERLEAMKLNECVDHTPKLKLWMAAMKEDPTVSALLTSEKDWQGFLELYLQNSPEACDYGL
* marks the source's active call; other numbers are inactive results; . = not tested or not shown. These rows are one share of the data; rates above refer to the full screens.

Below each SMILES – LYPLA1 inh	PAD4 inh	PAFAH2 FP inh	PAFAH1B3 inh	PAFAH1B2 inh	PREPL inhibitor	pPAFAH FP inh	LYPLA2 counter	GSTO1 counter
> CNC(=O)c1sccc1Oc1ccc(F)cc1[N+](=O)[O-]
    2.8	-1.2	2.8	2.7	-0.6	-4.2	0.0	2.8	4.9
> COc1ccccc1C1=CC(=O)C[C@H](c2ccc(F)cc2)C1
    3.0	2.2	9.0	3.8	5.6	-3.0	3.9	2.4	.
> O=C(Nc1ccc2c(c1)OCO2)c1ccccn1
    -0.3	-6.6	-1.2	5.3	-4.2	23.4	-0.5	-0.9	.
> CC(C)CCN(C(=O)Cc1ccccc1F)c1c(N)n(Cc2ccccc2)c(=O)[nH]c1=O
    -2.5	0.5	-0.9	-0.5	2.0	0.1	4.1	-6.1	1.6
> CCOc1ccccc1NS(=O)(=O)c1cn(C)c(=O)n(C)c1=O
    -0.8	7.6	.	.	.	2.0	6.5	7.0	4.6
> Cc1ccc(S(=O)(=O)NCCC(=O)Nc2ncccc2O)cc1C
    0.3	-1.5	10.1	6.3	8.3	-7.9	-1.0	-2.1	-0.7
> Cc1ccc(SCC(=O)NNC(=O)CNC(=O)c2ccc(Br)cc2)cc1
    .	1.1	7.4	7.8	2.6	7.5	-4.2	.	.
> CS(=O)(=O)Nc1ccccc1N=C(c1ccccc1)c1ccccc1
    -0.8	5.8	-4.2	9.2	5.8	3.2	5.7	-5.2	0.4
> C#CCOCCOCCOCCNc1nc(N2CCOCC2)nc(N2CCN(C(=O)Cn3cc(CC(C)O)nn3)CC2)n1 (configuration not stated)
    -2.9	-2.4	5.5	-0.9	3.1	4.6	-3.3	-4.1	9.5
> C=CC1=C2C=C(C3CC3)N(CC3CC3)C=C2C(=O)C(C)(OC(=O)c2ccco2)C1=O (configuration not stated)
    4.2	0.5	-1.8	5.4	-6.5	24.6	3.5	7.0	20.4
> Cc1ccc(OCCC(=O)Nc2ccc(C)c(F)c2)cc1
    -1.0	-2.1	-4.7	8.7	5.1	-9.9	-3.4	-4.0	-4.7
> COc1ccc(CC(=O)N2N=C(C)CC2(O)C(F)(F)F)cc1OC (configuration not stated)
    -3.0	-4.6	-3.3	3.1	0.7	-1.8	2.9	-3.1	4.8
> NC(=O)c1nsnc1-c1ccccc1O
    0.8	-4.7	6.2	-4.5	2.4	10.2	5.1	2.3	1.6
> CC(C(=O)Nc1ccc(S(=O)(=O)N2CCCC2)cc1)N1CCN(c2ccccc2O)CC1 (configuration not stated)
    .	-3.8	0.3	6.8	4.4	19.3	12.6	.	.
> O=S(=O)(Cc1ccccc1Cl)NCCc1ccc(F)cc1
    4.6	-0.4	-2.6	5.0	14.4	1.6	-1.7	2.1	1.3
> COc1ccc(/C=C/C(=O)Nc2c(C)nn(C)c2C)cc1COc1ccc(Br)cc1
    -4.0	-4.9	-6.1	6.2	6.4	-30.5	-0.8	-4.6	-14.8
> CC1CCC(NC(=O)c2ccc(NC(=O)CC3SC(N4CCCC4)=NC3=O)cc2)CC1 (configuration not stated)
    -0.2	0.3	4.9	2.2	2.6	2.6	1.8	1.6	5.4
> O=C1c2ccccc2-c2nnc(-c3ccc(O)cc3)cc21
    -4.3	-19.3	-0.3	24.5	4.6	17.6	9.9	1.2	10.4
> O=C(NCCCn1ccnc1)c1cc(S(=O)(=O)N2CCOCC2)ccc1F
    -5.0	-3.2	9.2	5.9	-5.3	0.7	0.6	-2.6	2.2
> Cc1ccccc1NC(=S)NNc1ncc(C(F)(F)F)cc1Cl
    -1.3	1.4	6.3	5.0	-0.1	6.0	-3.5	6.9	1.2
> O=C(CSc1nnc(CCc2ccccc2)n1-c1ccc(Cl)cc1)NCc1ccccc1
    3.6	3.2	5.3	5.4	9.2	19.1	34.7*	1.3	4.7
> Cc1ccc(NS(=O)(=O)c2cccc(C(=O)N3CCN(C(=O)c4ccco4)CC3)c2)cc1
    -1.3	0.6	1.5	-4.8	0.3	-1.6	20.8	-1.1	.
> CCOC(=O)Cc1cn2c(=O)cc(CSCC(=O)Nc3ccc(C)c(C)c3)nc2s1
    -7.5	-4.2	-9.8	2.7	0.8	-9.2	3.3	-8.2	-0.7
> COc1cccc(NC(=O)C(=S)NC2CCCCC2)c1
    1.1	-1.4	3.5	0.8	-0.2	-0.3	0.2	10.5	-0.2
> Cc1ccc(/C=N/N=C/c2ccc(C)cc2)cc1
    -2.0	-3.5	-0.5	0.0	-3.3	-5.1	-1.0	-4.9	7.4
> CC(C)N=C(NC#N)SCC(=O)NC(C)(C)C
    2.9	-0.7	1.4	5.0	4.0	-1.2	2.5	3.7	2.3
> CC(OC(=O)c1cc(Br)ccc1O)C(=O)Nc1ccc(S(=O)(=O)N2CCCC2)cc1 (configuration not stated)
    -21.1	1.6	-4.0	-3.2	-1.6	-6.2	26.3*	-46.6	3.8
> Cc1csc(SCC(=O)NCc2ccccc2Cl)n1
    2.4	-4.5	-2.1	15.4	0.2	12.8	-3.0	-0.4	1.2
> c1cncc(-c2nc(N3CCOCC3)c3c4c(sc3n2)CCC4)c1
    1.4	-0.7	-3.5	2.0	1.8	4.6	6.0	-0.6	-4.8
> COC(=O)c1ccc(C2C(C(=O)c3ccco3)=C(O)C(=O)N2c2cc(C)on2)cc1 (configuration not stated)
    -3.7	5.8	2.2	4.2	0.9	-3.0	1.5	2.9	-5.9
> C=CCNC(=O)N1CCCC(C(=O)c2cccc(OC(C)C)c2)C1 (configuration not stated)
    -4.3	-2.3	0.5	8.0	9.3	1.6	8.3	7.7	4.2
> COc1ccc(C(=O)c2ccc(Br)cc2)c2ccccc12
    -3.2	-4.4	-8.0	3.5	-4.1	10.2	-7.6	-4.1	0.6
> COc1ccc(C(=O)CCS(=O)(=O)c2ccc(C)cc2)cc1
    1.2	0.6	2.7	11.0	-3.8	-11.7	2.5	2.5	1.9
> O=C1NC(=S)N/C1=C/c1cccnc1
    0.2	-2.5	8.3	6.4	4.5	5.7	-4.7	7.5	2.5
> COc1cccc(OC)c1OCCN1CCN(C(=O)c2ccco2)CC1
    -4.2	-9.7	-9.1	2.9	-3.0	-6.1	-10.4	-7.6	-1.4
> Cc1nc2ccccc2c(=O)n1NC(=O)c1ccccc1
    0.8	-0.9	3.3	4.9	3.8	7.4	2.9	1.6	2.9
> NC(=O)C(=O)N/N=C1\CCc2ccccc21
    0.8	-1.5	4.6	2.7	3.6	15.4	-2.0	-1.3	-8.7
> COc1ccc(CCNC(=O)CNC(=O)c2nn(-c3ccc(OC)c(OC)c3)c(=O)c3ccccc23)cc1OC
    -4.6	-3.2	-5.3	2.9	2.9	-8.1	-0.3	0.9	4.4
> COc1cc(C(=O)Nc2ccc(-n3cnnn3)c(C)c2)cc(OC)c1OC
    -3.4	-7.3	6.1	0.7	0.2	0.8	-0.6	-4.8	2.2
> Cn1c(=O)n(CCc2ccccc2)c(=O)c2c1ncn2Cc1ccccc1
    -3.5	-5.1	1.6	5.3	1.6	0.0	-6.5	0.0	-1.3
> CC(O)[C@H]1CNCCN1CC1(c2ccccc2)CC1 (some centres not stated)
    1.6	1.5	-5.8	6.9	7.4	-10.0	3.4	3.0	-3.2
> COc1ccc(NC(=O)c2cccc(NS(=O)(=O)c3ccccc3)c2)cc1
    4.0	-2.9	1.8	6.5	1.8	-18.1	7.9	8.9	4.2
> CSc1nc(N)nc(SCC(=O)CC(=O)OC(C)C)c1C#N
    -0.6	-1.8	11.7	-4.2	5.7	7.5	5.8	0.1	21.6
> O=C(c1nc2ccc(Cl)cn2c1CN1CCCC1)N1CCc2ccccc2C1
    -2.7	0.6	3.6	9.9	5.5	13.0	10.7	8.0	2.2
> CC1CCN(S(=O)(=O)c2ccc(S(=O)(=O)NCC(=O)C(C)(C)C)cc2)CC1
    0.2	2.5	-2.3	-0.4	26.4*	9.9	2.0	-0.2	-3.5
> CC(C)(C)c1ccc(C(=O)N2CCC(C(=O)N3CCCCC3)CC2)cc1
    -0.4	-0.6	-0.6	3.6	-2.5	4.7	4.5	11.7	3.4
> CC(C)(C)SCCNC(=O)CSCc1ccc([N+](=O)[O-])cc1
    1.5	-2.6	-1.4	0.4	6.6	7.4	7.6	6.1	2.5
> Cc1ccc(Cl)cc1N1CCN(S(=O)(=O)c2c(C)[nH]c(C)c2C(=O)N2CCCCC2)CC1
    -0.7	0.4	4.3	1.6	0.7	13.5	16.3	7.6	4.2
> COc1ccccc1C(=O)NC(CCSC)C(=O)NCCCSc1ccccc1 (configuration not stated)
    -4.8	-0.4	1.1	4.4	7.8	-5.4	1.0	-4.9	5.7
> COc1ccc(C(=O)Nc2ccc(Cl)c(Cl)c2)c(OC)n1
    -0.1	-0.2	-5.6	3.9	-3.8	-4.9	-3.9	-8.0	-4.9

New compounds follow:
Below each SMILES – LYPLA1 inh	PAD4 inh	PAFAH2 FP inh	PAFAH1B3 inh	PAFAH1B2 inh	PREPL inhibitor	pPAFAH FP inh	LYPLA2 counter	GSTO1 counter
> CC(=O)Sc1nc(-c2ccccc2)[nH]c1S(=O)(=O)c1ccc(C)cc1
    3.4	1.1	.	.	.	8.1	-0.6	-2.5	3.3
> CCOc1ccc(C(NC(=O)/C=C/c2ccco2)c2ccc(OC)c(OC)c2)cc1 (configuration not stated)
    -5.6	-6.7	-6.8	7.3	5.3	-4.9	0.5	0.0	1.2
> Cn1c(NCCCN2CCOCC2)nc2c1c(=O)n(Cc1ccc(Cl)cc1Cl)c(=O)n2C
    -3.2	0.6	6.7	2.0	5.9	9.7	8.1	1.3	0.1
> COc1ccc(Cc2nnc(SCC(=O)N3CCCCC3)o2)cc1
    -0.1	-6.9	3.5	2.2	5.8	9.1	0.3	6.3	1.7
> O=C(O)c1cccc(NC(=O)c2cc(S(=O)(=O)N3CCOCC3)cs2)c1
    -1.7	0.1	5.1	-2.0	8.3	4.4	0.3	-4.6	0.1

Compound activity: PubChem BioAssay, The Scripps Research Institute Molecular Screening Center
